Screening results from PubChem.
GAA spleen mod – inhibitors or activators of human alpha-glucosidase in spleen homogenate | P10253 | 240,000 tested, 0.006% active | Potency, µM (top dose mostly 79.9 µM), without a hit: at the top dose activity change, negative = inhibition, hits mostly inhibitors | human spleen homogenate, 4-MU-alpha-glucoside fluorescence;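 further: potency means the concentration at half of the fitted maximal effect; 0% = enzyme with vehicle and -100% = no enzyme basal signal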
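Compounds were titrated against alpha-glucosidase in spleen homogenate at pH 5.0, with 1 mM 4-methylumbelliferyl substrate for 40 min at 37 C. Reactions were quenched with pH 10 NaOH/glycine and fluorescence measured.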
LMNA splice mod – LMNA splicing modulation; HeLa LMNA splicing GFP/RFP minigene ratio, 48 h; Potency, µM (series often up to 46.1 µM), for inactives: at the top dose ratio change, negative = inhibition, actives largely listed as inhibitors; 200,000 tested, 0.01% active; AID 1487; active means well fitted inhibition curve with a large enough effect in the signal ratio, with a control signal flat, not every such curve was filed as active; inconclusive means small, poorly fitted or top-dose-only effect, or effect the other way, or a change in a side signal; the % refers to the signal ratio; further: potency means the concentration at half of the fitted maximal effect; on the % scale 0 is the no-effect control and ±100 the full control effect
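S3 HeLa cells stably expressing lamin A-EGFP splicing minigene plus DsRed2, 600 cells/well, 48 h compound exposure at 37C. Laser-scanning cytometry; analysed as GFP (500-530 nm)/RFP (575-640 nm) total intensity ratio; 0.5% DMSO vehicle.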
CBFb RUNX1 block – CBF-beta/RUNX1 interaction disruption | 230,000 tested, under 10 active | Potency, µM (series often up to 59.8 µM), without a hit: at the top dose activity, negative = inhibition, usual class: inhibitors | AlphaScreen CBFb-His/RUNX1-biotin binding, biochemical; further: % of control where 0% means no effect
Target sequence (Q01196 whole entry, looked up): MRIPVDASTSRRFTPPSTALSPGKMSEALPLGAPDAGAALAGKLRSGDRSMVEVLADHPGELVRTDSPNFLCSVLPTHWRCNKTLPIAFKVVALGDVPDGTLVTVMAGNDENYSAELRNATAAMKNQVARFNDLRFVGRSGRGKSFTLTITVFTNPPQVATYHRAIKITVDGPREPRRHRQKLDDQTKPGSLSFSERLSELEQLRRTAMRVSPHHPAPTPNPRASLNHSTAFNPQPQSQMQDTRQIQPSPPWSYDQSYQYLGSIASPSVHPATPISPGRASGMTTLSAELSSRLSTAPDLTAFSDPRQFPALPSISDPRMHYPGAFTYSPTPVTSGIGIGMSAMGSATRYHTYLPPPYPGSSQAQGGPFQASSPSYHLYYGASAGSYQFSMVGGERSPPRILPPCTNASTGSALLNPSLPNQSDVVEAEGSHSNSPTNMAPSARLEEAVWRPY
Target sequence (Q13951 whole entry, looked up): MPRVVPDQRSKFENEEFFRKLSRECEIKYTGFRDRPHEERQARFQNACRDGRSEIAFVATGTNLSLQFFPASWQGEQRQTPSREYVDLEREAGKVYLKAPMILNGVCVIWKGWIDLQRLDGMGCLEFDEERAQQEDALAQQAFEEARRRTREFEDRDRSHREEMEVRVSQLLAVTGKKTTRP
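AlphaScreen proximity signal reports loss of binding between His-tagged CBF-beta and biotin-labelled RUNX1, each at 30 nM. Proteins are pre-associated for 20 minutes, compounds added for 15 minutes, then beads for 90 minutes, all at ambient temperature.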
HTT cytoprotect – protects HTT-Q103 PC12 cells, measured by ATP. PC12 HTT-Q103 induced, cytoprotection, ATP luminescence, 40 h. Potency, µM (top dose mostly 56.4 µM), inactives show cytoprotection (ATP increase), hits mostly activators. 230,000 tested, 0.14% active;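 further: potency means the concentration at half of the fitted maximal effect; % of control where 0% means no effect; nearly all actives have a fitted effect of over 45% in size; toxic huntingtin expression switched on by the ecdysone agonist tebufenozide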
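Readout: ATPlite luminescence (ATP level). Model: stable PC12, inducible Htt exon1 Q103-GFP. Inducer: tebufenozide, 100 nM final. Compounds: dose series. No G418 in medium.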
GAA glycogen mod – alters human alpha-glucosidase cleavage of glycogen; 300,000 tested, 0.38% active; Potency, µM (titrated, usually from 76.4 µM), inactives show at the highest dose activity change, negative = inhibition, actives largely listed as inhibitors; recombinant GAA, glycogen substrate, Amplex Red glucose oxidase fluorescence; P10253; AID 2100;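 further: potency means the concentration at half of the fitted maximal effect; 0% = full enzyme reaction and -100% = no-enzyme basal signal; the screen sought inhibitors and activators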
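Recombinant human alpha-glucosidase (4 nM final) hydrolysed bovine liver glycogen (30 ug) for 40 min at 37 C in pH 5.0 citrate/phosphate with 0.01% Tween-20. Released glucose detected by glucose oxidase/Amplex Red, Ex 573/Em 610 nm. Compounds up to 77 uM; AC50 from Hill fits.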
GAA inh – blocks human lysosomal alpha-glucosidase; Potency, µM (highest dose often 76.9 µM), inactives show at the top dose activity change, negative = inhibition, actives largely listed as inhibitors; 200,000 tested, 0.005% active; AID 1466; P10253; purified human GAA, 4-MU-alpha-glucoside fluorescence;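 further: potency means the concentration at half of the fitted maximal effect; plate controls were uninhibited enzyme wells for no effect and no-enzyme background for full effect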
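Human alpha-glucosidase, 4 nM, pre-mixed with test compounds before 400 uM 4-methylumbelliferyl substrate; 20 min room temperature at pH 5.0. Fluorescence read after pH 10 stop; AC50 values from Hill-equation fits.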
HTT aggregate – inhibitors of mutant huntingtin aggregate formation in PC12 cells. PC12 HttQ103-GFP aggregates, Acumen cytometry, 40 h. Potency, µM (series often up to 46.1 µM), inactives show at the top dose activity change, negative = inhibition, most hits filed as inhibitors. 220,000 tested, 1.1% active; further: potency means the concentration at half of the fitted maximal effect; on the % scale 0 is the no-effect control and ±100 the full control effect; nearly all actives have a fitted effect of over 60% in size
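Using laser scanning cytometry, GFP-positive aggregates were counted after lysis of PC12 cells induced with 100 nM tebufenozide to express HTT exon 1 Q103–GFP. Compounds were tested in titration.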
Numbers without * were called inactive; ? = inconclusive; nt = not tested or not shown; & = joins results of further samples; [ ] = dose if it differs, or a comment. Unless noted, the call rests on the fitted dose curve; in most records, active means well fitted curve in the direction sought with a large enough effect; inconclusive means small, poorly fitted or top-dose-only effect, or another doubt; inactive means no such curve, though single readings can be large; an effect the other way counts as inactive or inconclusive.

SMILES | GAA spleen mod | LMNA splice mod | CBFb RUNX1 block | HTT cytoprotect | GAA glycogen mod | GAA inh | HTT aggregate
COc1cccc(/C=N/NC(=O)CSCC(=O)Nc2ccccc2)c1O | 5.0% | ? | 3.8% | -3.8% | 6.2% | -7.0% | -18.2%
CC(C(=O)c1ccc(Br)cc1)[n+]1cccc(NC(=O)c2ccccc2)c1 (stereo not drawn) | 1.2% | 1.0% | 4.8% | nt | -5.2% | 0.6% | 13.5%
FC(F)c1nnc2ccc(Cl)nn12 | nt | ? | 3.1% | -7.3% | 3.5% | 0.7% | -13.1%
Cc1ccc(C(=O)Nc2cccc(C(F)(F)F)c2)cc1NC(=O)c1ccno1 | 2.7% | nt | 5.7% | -9.8%[10 µM] | -4.0% | nt | ?
Cn1c(=O)[nH]c(=O)c2c1nc(N1CCOCC1)n2CCCSc1ncccn1 | -6.2% | 8.5% | -15.0% | -37.4% | -0.9% | -3.9% | 29.5%
C=CCNC(=O)c1onc(CSc2ccc(C)c(C)c2)c1C(=O)O | -2.3% | ? | -0.4% | 0.3% | -5.9% | 7.6% | -12.9%
CC1CCN(C(=O)CC#N)CC1 | 7.0% | nt | 15.2% | 15.6%[10 µM] | 6.1% | nt | 2.5%[9.22 µM]
Cc1cccc(C)c1N=C1NN=C(c2ccccc2F)CS1 | -3.6% | ? | -0.6% | 22.5%[10 µM] | -1.6% | -3.0% | ?
COc1cccc(/C=N/NC(=O)c2cc(-c3cccn3C)n[nH]2)c1 | -12.7% | 7.7% | -21.0% | 22.7% | -4.3% | -1.5% | 9.6%
COCCn1nnnc1C(c1ccccc1OC)N1CCN(c2ccccc2)CC1 (stereo not drawn) | -4.9% | 5.7% | -3.4% | -7.8% | 7.9% | 0.7% | 5.3%
Cc1cccc(NC2=NCC(=O)N2Cc2cccs2)c1 | -1.6% | -6.2%[46 µM] | 5.4% | 0.9%[10 µM] | 2.2% | 11.6% | 42.6%[9.22 µM]
O=C(NC1CCC(O)CC1)c1ccc(-c2ccc([N+](=O)[O-])cc2)o1 (stereo not drawn) | 0.4% | nt | 1.9% | 15.4%[10 µM] | 4.9% | nt | 19.7%[9.22 µM]
O=C(c1ccco1)N1CCN(C(c2ccc(Cl)cc2)c2nnnn2Cc2ccccc2)CC1 (stereo not drawn) | 5.7% | -9.2% | 2.2% | 3.2%[1.9 µM] | -1.2% | -6.2% | ?
COc1cccc(CN(C)CC(=O)Nc2cc3oc4ccccc4c3cc2OC)c1 | -10.2% | -17.1% | -5.7% | -2.7%[10 µM] | -2.8% | 0.6% | -16.4%
Cn1c(=O)c2c(nc(/C=C/c3cccc(Cl)c3)n2C)n(C)c1=O | -8.3%&9.9% | -22.5% | 13.7%&12.2% | -18.2% | nt | nt | nt
Cc1c(CNCCC2=CCCCC2)c(C(=O)O)c(C)n1Cc1ccccc1 | 7.7% | nt | -28.6% | -1.2% | 7.9% | 2.7% | ?
COC(=O)C(C(=O)OC)C(c1ccccc1)C(C(=O)c1ccccc1)[N+](=O)[O-] (stereo not drawn) | -1.8% | nt | 7.0% | 32.2%[10 µM] | 0.3% | nt | 14.8%[9.22 µM]
CC(C)(C)NC(=S)NC(=O)C12CC3CCC(CC(C3)C1)C2 | -0.5% | 3.8% | 3.8% | 14.6%[10 µM] | -3.6% | -1.2% | ?
CN(C)C(=O)c1c(-c2ccccc2)oc2ccc(O)cc12 | 4.6% | -11.6% | -2.1% | 15.9%[10 µM] | -1.2% | 7.4% | 15.4%
Oc1c(CN2CCN(c3ccccc3)CC2)cc(Br)c2cccnc12 | -13.9% | nt | -15.8% | -0.9%&-29.4%[10 µM] | 3.7% | nt | -2.2%[9.22 µM]
CCOc1ccc(N2C(=O)c3cccnc3C2Nc2ccc(Cl)cc2)cc1 (stereo not drawn) | -0.7% | -0.3% | -5.4% | -7.7% | 1.5% | -2.8% | 13.2%
Cc1ccc(C(=O)O/N=C(\N)c2ccc(Br)cc2)cc1C | -4.7% | 2.7% | 2.3% | -28.1% | 5.4% | -3.6% | 8.3%
COc1cc(/C=C2\CC/C(=C\c3cc(OC)c(OC)c(OC)c3)C2=O)cc(OC)c1OC | -7.6% | ? | -1.8% | nt | -2.2% | 2.3% | 15.0%
O=C(NCc1ccc2c(c1)OCO2)C12CC3CC(CC(C3)C1)C2 | -0.4% | -1.1% | 2.2% | 2.0% | 4.1% | 3.2% | -5.4%
CC1(C)OC(=O)C(=Cc2ccc[nH]2)C(=O)O1 | -0.6% | nt | -0.7% | 0.1%[10 µM] | 13.4% | -10.5% | -0.9%[9.22 µM]

Following part.
SMILES | GAA spleen mod | LMNA splice mod | CBFb RUNX1 block | HTT cytoprotect | GAA glycogen mod | GAA inh | HTT aggregate
CNC(=S)Nc1ccc(-c2nc3ccc(C)cc3s2)cc1 | 8.5% | ? | 2.6% | -78.5%[inhibitor] | 7.3% | ? | 10.0%
Cc1ccc(-c2n[nH]c(=S)n2-c2ccccc2)cc1 | -4.6% | -3.5% | 18.0% | -9.6%[1.9 µM] | 4.0% | -5.6% | 9.1%
COc1ccc(N=c2scc(-c3ccc(OC)cc3)n2CCO)cc1 | -5.6% | ? | -22.7% | 13.9%[10 µM] | -6.3% | -9.5% | ?
CC1=NN(c2cccc(Cl)c2)C(=O)C1 | 6.4% | nt | 1.4% | -1.0%[10 µM] | ? | nt | -24.3%[9.22 µM]
O=C(O)CCC(=O)Nc1ccccc1C(=O)NCCc1ccccc1 | -17.7% | -3.1% | 5.9% | 1.4%[10 µM] | -2.5% | 2.9% | 7.8%
Cn1c(COc2nnc(-c3ccc(Cl)cc3)c3ccccc23)nc2ccccc21 | 5.5% | 30.6% | -0.9% | 3.3% | 12.0% | -2.1% | 11.1%
N/C(=N\N=C\c1ccc2c(c1)OCO2)SC1CC(=O)N(c2ccc(C(=O)O)cc2)C1=O (stereo not drawn) | 6.4% | nt | -5.4% | 16.0%[10 µM] | 16.5% | -5.1% | 14.6%
COc1ccc(-c2cc3nnc(-c4ccccc4)nc3s2)cc1 | -0.6% | -9.6% | 6.1% | 9.3%[10 µM] | -8.5% | 3.3% | 8.6%
CSCCC(NC(=O)c1cc(C(C)(C)C)oc1C)C(=O)O (stereo not drawn) | 3.5% | -3.5% | 6.1% | -7.0% | -14.8% | 0.9% | 0.2%
Cc1ccc(C2C3CSCC=C3C(C#N)=C(N)C2(C#N)C#N)cc1 (stereo not drawn) | -0.9% | -12.0% | -1.6% | -12.4%[10 µM] | -26.9% | -7.5% | ?
COc1ccccc1-c1nnc(SCC(=O)NC2CCS(=O)(=O)C2)n1CCc1ccccc1 (stereo not drawn) | 1.1% | 8.2% | 13.0% | -7.6%[10 µM] | -6.9% | -0.7% | 14.0%
COc1cc2c(cc1OC)C(c1c[nH]c3ccccc13)NCC2 (stereo not drawn) | 1.2% | nt | 2.5% | ? | nt | nt | nt
CCCc1cc(=O)[nH]c(SCC(=O)Nc2ccc(Br)cc2Br)n1 | -4.1% | -9.5%[46 µM] | 3.4% | -2.7% | 4.5% | -3.7% | 5.7%
CCOC(=O)c1cnn2c(N)c(C#N)cnc12 | -1.4% | nt | 0.5% | -12.5% | 6.3% | 3.5% | 8.0%[9.22 µM]
Cn1c(SCC(O)c2ccccc2)nnc1-c1ccc2ccccc2c1 (stereo not drawn) | -13.1% | nt | -4.7% | 7.3%[10 µM] | 3.6% | 7.5%[15.4 µM] | 5.7%[9.22 µM]
CCCCCOC(=O)Cc1c(C)nc(-c2ccccc2)[nH]c1=O | -0.9% | -4.6% | -0.4% | -8.5% | 10.4% | -5.1% | 4.2%[9.22 µM]
Cc1cccc(OCCc2nnc(N)s2)c1C | 3.1% | ? | 3.0% | 5.8% | -7.6% | 2.0% | -22.8%
C/C(=N\NS(=O)(=O)c1ccc(Cl)cc1)c1ccc(O)cc1 | 1.7% | 1.5% | -3.1% | -59.0%[inhibitor] | ? | 1.3% | ?
CCCCC(CC)COCC1CO1 (stereo not drawn) | 2.0% | nt | 5.3%[21.7 µM] | 4.1% | nt | nt | nt
O=C(CSc1nc2ccccc2o1)Nc1nc2ccc(Br)cc2s1 | 0.0% | 5.1% | 3.8% | -13.9% | -5.1% | -4.4% | 1.4%
O=S(=O)(c1cccc(-c2n[nH]c(=S)o2)c1)N1CCOCC1 | -1.4% | nt | 3.5% | 16.5%[10 µM] | -1.7% | nt | 1.2%[9.22 µM]
CC(=O)NC(Cc1c[nH]c2ccccc12)C(=O)Nc1ccc2c(c1)OCO2 (stereo not drawn) | 3.4% | 2.3% | -6.6% | 8.0% | 4.4% | -4.2% | -0.8%
COc1ccccc1NC(=O)CCC(=O)OCc1ccc([N+](=O)[O-])cc1 | 0.2% | ? | -2.1% | 11.4%[10 µM] | -8.9% | 7.9% | 3.6%[9.22 µM]
CC1CCc2sc(NC(=O)C3CC(Cl)=CCC3C(=O)O)c(C#N)c2C1 (stereo not drawn) | -6.5% | -6.0%[46 µM] | -1.2% | -0.9%[10 µM] | 6.8% | -1.7% | 5.4%[9.22 µM]
C/C(=C\C=C(C#N)C#N)c1cc(C#N)c(N)o1 | -2.6% | ? | -18.4% | -52.7%[inhibitor] | ? | 4.7% | -14.6%

Shown with each value named: part of the list above.
structure: CC1=NN(c2cccc(Cl)c2)C(=O)C1
  GAA spleen mod = 6.4%
  LMNA splice mod = nt
  CBFb RUNX1 block = 1.4%
  HTT cytoprotect = -1.0%[10 µM]
  GAA glycogen mod = ?
  GAA inh = nt
  HTT aggregate = -24.3%[9.22 µM]
structure: COc1cc2c(cc1OC)C(c1c[nH]c3ccccc13)NCC2 (stereo not drawn)
  GAA spleen mod = 1.2%
  LMNA splice mod = nt
  CBFb RUNX1 block = 2.5%
  HTT cytoprotect = ?
  GAA glycogen mod = nt
  GAA inh = nt
  HTT aggregate = nt
structure: Cc1cccc(OCCc2nnc(N)s2)c1C
  GAA spleen mod = 3.1%
  LMNA splice mod = ?
  CBFb RUNX1 block = 3.0%
  HTT cytoprotect = 5.8%
  GAA glycogen mod = -7.6%
  GAA inh = 2.0%
  HTT aggregate = -22.8%
structure: O=C(O)CCC(=O)Nc1ccccc1C(=O)NCCc1ccccc1
  GAA spleen mod = -17.7%
  LMNA splice mod = -3.1%
  CBFb RUNX1 block = 5.9%
  HTT cytoprotect = 1.4%[10 µM]
  GAA glycogen mod = -2.5%
  GAA inh = 2.9%
  HTT aggregate = 7.8%
